Shn3 3UTR inh: inhibitors of Schnurri-3 3'UTR reporter in osteoblasts. Clone20 osteoblast Shn3 3'UTR firefly luciferase, 24 h. inhibition, % at 12.5 µM. 360,000 tested, 0.52% active. AID 588674;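 active = mean inhibition of at least 75% with every replicate also reaching 75%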;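 also: 0% = median of neutral control wells and 100% = pilot-screen positive control compound; some compounds past the cut are filed as inactive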
hiPSC survival: enhancers of human iPSC single-cell survival. hiPSC single-cell survival, ATPlite luminescence; 100% = ROCK inhibitor wells, 0% = DMSO. survival enhancement, % at 20 µM. 360,000 tested, 0.044% active. AID 602274; in the data active = survival enhancement above about 18%;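 also: cells exposed to compounds for 16 hours before the ATP read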
NR2E3 ag-1: agonists of human NR2E3 nuclear receptor; CHO-S Gal4-NCOR/VP16-NR2E3 two-hybrid, luciferase; inhibition of corepressor binding, % at 3.98 µM; 360,000 tested, 0.35% active; AID 602229;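 active = inhibition above the mean of all tested compounds plus 3 SD, cut at about 70% in these data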;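 also: 0% = DMSO with NR2E3 transfected cells and 100% = cells lacking NR2E3 construct; higher means lower luciferase signal from less NR2E3 corepressor binding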
Target sequence (Q9Y5X4 whole entry, looked up, the tested form may be a part): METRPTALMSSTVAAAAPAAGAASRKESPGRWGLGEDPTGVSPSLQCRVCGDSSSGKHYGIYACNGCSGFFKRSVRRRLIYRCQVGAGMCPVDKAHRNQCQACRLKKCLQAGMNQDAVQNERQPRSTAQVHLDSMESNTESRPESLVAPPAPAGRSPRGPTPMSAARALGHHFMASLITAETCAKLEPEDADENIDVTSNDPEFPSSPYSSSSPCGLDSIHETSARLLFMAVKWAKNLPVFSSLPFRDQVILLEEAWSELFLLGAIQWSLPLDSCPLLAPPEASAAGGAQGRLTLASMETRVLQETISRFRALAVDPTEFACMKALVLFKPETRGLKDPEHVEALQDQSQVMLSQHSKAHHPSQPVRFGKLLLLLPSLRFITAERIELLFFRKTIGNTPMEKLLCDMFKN
HIF-2a inh: HIF-2a inhibition. 786-0 RCC cells HIF-2a reporter, luciferase luminescence, overnight. inhibition, % at 18.8 µM. 360,000 tested, 0.72% active. AID 624352;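 active = inhibition of the luminescence signal of 40% or more relative to plate controls, in a single-dose primary screen at 18.75 µM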
LMP1 NFkB inh: Epstein-Barr LMP1 NF-kappaB reporter inhibition | LMP1-induced NF-kappaB luciferase reporter cells, luminescence | inhibition, % at 12.5 µM | 350,000 tested, 0.69% active; in the data active = inhibition above about 41%;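 also: 0% = neutral control wells and 100% = reference inhibitor control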
Peg3 promoter: inhibitors of Peg3 promoter. HeLa PEG-Prom luciferase reporter, luminescence, overnight. inhibition, % at 20 µM. 360,000 tested, 1.7% active. AID 588405;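 active = inhibition of at least 50% at 20 µM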
TRAIL sens C8: caspase-8 TRAIL sensitization | NB7+C8 cells + TRAIL, ATPlite viability luminescence | inhibition (viability loss, TRAIL sensitization), % at 10 µM | 360,000 tested, 1% active;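 active = compounds causing at least 50% loss of cell viability in the single-dose screen, relative to plate controls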
NR2E3 ag-2: NR2E3 (human) agonism | Q9Y5X4 | GST-NR2E3/biotin-RetCOR TR-FRET, 1536-well | inhibition of corepressor binding, % at 4.78 µM | 320,000 tested, 0.12% active | AID 2300;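 active = percent inhibition above the cutoff of mean plus 3 SD of all tested compounds, set per screening campaign, cut at about 20% in these data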;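 also: 0% = DMSO wells and 100% = biotin wells as full block of FRET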
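System: GST-NR2E3 and biotin-RetCOR proteins; probe or stimulus: 7 nM biotin-RetCOR; doses: compound at 4.8 µM, single dose; schedule: Compound–protein incubation for 5 h at 4 °C; detection: time-resolved FRET; read-out: percent inhibition; controls: biotin wells as high control, 0.6% DMSO wells as low control; format: 1536-well plates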
KKLEB tox: reduces viability of KKLEB cystic fibrosis airway cells; KKLEB CF airway cells viability, ATPlite luminescence, overnight; active compounds read low; cells stimulated with P. aeruginosa culture filtrate; activity change (cytotoxicity), % at 5 µM; 360,000 tested, 0.36% active; AID 602141;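 active = corrected activity change at or below -50% at 5 µM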
MITF TRPM1 inh: reduces MITF-dependent TRPM1 promoter luciferase signal | SK-MEL-5 TRPM1 promoter luciferase, 24 h | inhibition, % at 12.5 µM | 330,000 tested, 0.83% active | AID 488899;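 active = mean inhibition across replicates of 60% or more, whatever share of single replicates reaches that level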; also: values of inactives mirror those of a sister screen read the other way
CF NFkB inh: inhibitors of cystic fibrosis induced NF-kB; inhibition, % at 5 µM; KKLEB NF-kB-GFP reporter, PAF-induced, GFP fluorescence overnight; AID 588850; 360,000 tested, 0.86% active;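 active = at least 50% inhibition at 5 µM, scaled per plate between neutral and stimulator controls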;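 also: PAF is a Pseudomonas aeruginosa culture filtrate used as stimulus; plate controls were PAF-stimulated DMSO wells for no effect and unstimulated DMSO wells for full effect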
An asterisk follows results filed as active; nt = not tested or not shown. Only part of the results is shown; rates above refer to the full screens.

SMILES | Shn3 3UTR inh | hiPSC survival | NR2E3 ag-1 | HIF-2a inh | LMP1 NFkB inh | Peg3 promoter | TRAIL sens C8 | NR2E3 ag-2 | KKLEB tox | MITF TRPM1 inh | CF NFkB inh
CC(Oc1ccccc1)C(=O)N1CCC2(CC1)CC(=O)c1ccccc1O2 (configuration not stated) | 6 | 0.1 | 9 | 13 | 2 | 8 | 10 | 4 | -24 | -7 | 6
COc1ccccc1NC(=O)CN(Cc1ccco1)C(=O)c1cc2ccccc2o1 | 1 | -0.7 | -16 | 4 | -4 | 22 | 2 | -2 | -3 | 8 | 12
CCOC(=O)C(C)Sc1nnc(Cc2cc(=O)[nH]c(=O)[nH]2)n1-c1ccc(OCC)cc1 (configuration not stated) | 11 | 1.0 | 8 | 14 | -4 | -6 | 25 | 6 | -4 | -3 | 6
Cc1ccc(CSc2ncn(-c3ccccc3)n2)cc1 | -43 | -1.2 | -41 | -140 | -17 | -121 | -5 | -2 | 16 | -56 | 3
O=C1C2C3C=CC(O3)C2C(=O)N1N=Cc1cccc2ccccc12 (configuration not stated) | -21 | -2.5 | -10 | -88 | -3 | -111 | -3 | nt | -2 | -11 | -21
COc1ccc(O)c(C(=O)c2cnn(C(=O)c3cccc(S(=O)(=O)N(C)C)c3)c2)c1 | 9 | 0.2 | -11 | -3 | 3 | -27 | -10 | nt | 17 | -6 | 24
O=C(CSc1nnc(CNC(=O)c2ccccc2)o1)c1ccccc1 | -7 | -0.4 | -6 | -2 | -4 | 3 | -14 | 2 | 8 | 10 | -24
CCc1ccc(NC(=O)CSc2nc3ncc(Br)cc3[nH]2)cc1 | 1 | -0.1 | -41 | -5 | 3 | 14 | 11 | 3 | -8 | 1 | 19
CCOC(=O)C1=C(C)N=c2s/c(=C\c3ccc(C(=O)O)cc3)c(=O)n2C1c1ccc(OC)cc1OC (configuration not stated) | -3 | 1.4 | -4 | 18 | -6 | 6 | -4 | 1 | -9 | 0 | 21
Cc1cccc(CC(=O)Nc2sc(C(C)C)cc2C(=O)N2CCOCC2)c1 | 2 | 2.2 | -10 | 9 | 4 | 9 | -11 | 1 | 10 | 6 | -15
CCCCn1c(=O)[nH]c(=O)c2c1nc(-c1cc(Br)c(OCC)c(OC)c1)n2C | 9 | 0.2 | -42 | 17 | 2 | 20 | -26 | 5 | -9 | 33 | 0
O=C(O)CSCC(=O)N1CCN(c2nc3cc(Cl)ccc3s2)CC1 | 8 | 0.4 | 12 | 11 | 1 | -2 | 6 | 1 | 2 | -16 | -8
O=C(CSC1=NC(=O)C(Cc2ccccc2)C(=O)N1)NC1CCCCC1 (configuration not stated) | 9 | 0.0 | -13 | 0 | 5 | 6 | 5 | 1 | 2 | 13 | 4
COCCCNC(=S)NNC(=O)C(O)(c1ccccc1)c1ccccc1 | -3 | -0.4 | -5 | 12 | 0 | 24 | 10 | -5 | 6 | 7 | -2
CCCCN=c1scc(-c2ccc3c(c2)NC(=O)CO3)n1N=C1CCCC1 | 25 | 0.3 | -4 | 4 | 5 | 32 | 10 | 2 | 5 | 26 | -22
Cc1ccc(-n2nnnc2CNC(=O)c2ccc3c(c2)OCO3)cc1C | 15 | -0.3 | -14 | 17 | -4 | -12 | -19 | 0 | -11 | -1 | -5
O=C(CSc1ccccc1)Nc1ccc(NC(=O)c2ccco2)cc1 | -3 | -0.3 | 6 | -63 | -1 | -65 | -13 | 5 | 2 | -16 | -11
COc1ccc(-c2nnc(SCC(=O)NNC(=O)Cc3ccccc3)n2C)cc1OC | 1 | -1.0 | 14 | 28 | 6 | 5 | 0 | -1 | 1 | -5 | 6
CCC(=O)N1CCCC(C)(C(=O)Nc2ccc(C)c(C)c2)C1 (configuration not stated) | 13 | -0.4 | -13 | 5 | nt | 16 | -11 | nt | -6 | nt | 5
COc1ccc(C(C)(C)C)cc1NC(=O)COC(=O)CN1C(=O)NC2(CCCCC2C)C1=O (configuration not stated) | 8 | 0.3 | 2 | 3 | -5 | 10 | 3 | nt | 4 | -8 | -33
Cc1ccc2nc(-c3ccccc3)cc(C(=O)N3CC(C)OC(C)C3)c2c1 (configuration not stated) | -16 | -0.5 | -20 | -22 | -1 | -4 | 30 | -1 | -12 | 7 | 1
CC(C)(C)NC(=S)NNC(=O)c1cccc(Br)c1 | -1 | -1.1 | -91 | -297 | -7 | -169 | 29 | -1 | 5 | -37 | -14
Cc1ccccc1-n1c(Cc2cccs2)n[nH]c1=S | -10 | 5.9 | -4 | -8 | 2 | -4 | 9 | 1 | -18 | -6 | 6
N/C(=N\OC(=O)c1ccc(Cl)cc1[N+](=O)[O-])c1cccnc1 | -42 | -0.8 | -42 | -214 | -22 | -156 | -11 | -1 | -3 | -35 | 10
O=C(OCc1nc2ccccc2[nH]1)C12CC3CC(CC(C3)C1)C2 | 6 | 0.0 | -3 | 12 | 2 | 21 | 0 | 0 | -3 | 10 | 4
COC(=O)C1=C(NC(=O)COc2ccc(Cl)cc2Cl)CCS1 | -17 | 0.2 | -24 | -131 | -9 | -20 | -3 | -4 | -2 | -27 | -12
C[C@@H]1CN([C@@H](C)CO)C(=O)CCCn2nncc2CO[C@@H]1CN(C)S(=O)(=O)c1ccc(Cl)cc1 | -12 | -0.2 | 1 | 15 | 0 | -7 | -19 | nt | -6 | nt | -12
CS(=O)(=O)N(CC(=O)N1CCC(C(N)=O)CC1)c1ccc(Oc2ccccc2)cc1 | 2 | 3.5 | -6 | 5 | 2 | 4 | -7 | -31 | 2 | 13 | -6
Cc1cc(C)n2nc(C(=O)Nc3c(C)nn(Cc4ccc(F)cc4)c3C)cc2n1 | 7 | 0.8 | 1 | 17 | 0 | 10 | 5 | -4 | -3 | -10 | -6
COC(=O)c1ccc(-c2ccc(/C=N/NC(=O)CC3(C)OCCCO3)o2)cc1 | -23 | 0.9 | -90 | -209 | -17 | -177 | -5 | -2 | -5 | -27 | -9
Cc1sc2ncn(C(C)C(=O)OC3CCCCC3)c(=O)c2c1C (configuration not stated) | -11 | -1.5 | -33 | 5 | -7 | 19 | -6 | 1 | -10 | 3 | 4
O=C1NC(c2ccccc2Br)=N/C1=C\c1ccco1 | -1 | 0.1 | -4 | -35 | -28 | -288 | -17 | 2 | 10 | -129 | 8
CC(Cc1ccccc1)N/C=C1/CC(=O)NC1=O (configuration not stated) | -9 | 3.2 | -9 | -3 | 2 | 2 | 6 | -5 | -39 | 0 | 25
Cc1c(Cl)cccc1NC(=S)NCc1ccccc1Cl | 0 | -1.2 | -6 | -1 | 1 | -6 | 6 | 2 | -2 | 6 | 12
CCCCOc1ccc(C(=O)Oc2ccc(C)nc2)cc1 | -2 | 2.1 | -8 | -11 | -4 | 13 | -8 | -1 | -6 | -1 | 16
COc1ccc(Br)c(Cn2c(C)c(C(=O)NCCC#N)sc2=O)c1 | -15 | 0.0 | 6 | -1 | nt | -1 | 11 | nt | 13 | nt | -11
CCCc1ccc(Oc2cc(N3CCOCC3)nc(-c3ccccc3)n2)cc1 | 7 | 5.9 | -8 | 17 | -18 | 0 | 5 | 2 | 9 | -3 | 0
O=[N+]([O-])c1ccc2c(c1)nc1n2CCN(C2CCCCC2)C1 | -24 | -0.4 | -145 | -184 | -13 | -200 | 9 | -1 | 1 | -80 | -54
O=C(CNS(=O)(=O)c1ccccc1)Nc1ccc(F)cc1F | -6 | 0.7 | 6 | 4 | -3 | -5 | 13 | 0 | 0 | -13 | 3
CCc1cccc2c(=O)c(C(=O)N3CCOCC3)c[nH]c12 | -6 | 2.6 | 0 | 10 | 1 | 6 | 5 | 0 | 13 | 11 | 9
CCOCCCNS(=O)(=O)c1ccc(Br)cc1 | 11 | 4.7 | 1 | 10 | 11 | -3 | 12 | 2 | -8 | 3 | -10
CCCn1c(=S)[nH]c2cc(OC)c(OC)cc2c1=O | 6 | -0.6 | 5 | 1 | 10 | 7 | -1 | -1 | 6 | 6 | 0
COc1ccc(N(Cc2ccccc2)C(=O)OC(C)(C)C)c(C(=O)N(C)OC)c1 | 52 | 1.1 | 6 | 20 | 1 | -6 | 7 | nt | 20 | 1 | -7
O=c1c(N2CCOCC2)coc2ccccc12 | 2 | -0.4 | 16 | 11 | 1 | 3 | 2 | 3 | -10 | 9 | 11
CN(C(=O)c1cccc(NC(=O)Cc2cccc(NC(=O)C3CCCN(C(=O)C4CC4)C3)c2)c1)C1CC1 (configuration not stated) | -4 | 6.4 | -11 | 5 | -7 | -2 | -5 | nt | -3 | -17 | -12
CCOC(=O)Cc1nnc(NC(=O)C2CCCCC2)s1 | -34 | 0.6 | -12 | 13 | 3 | 3 | 0 | 2 | 2 | -9 | 7
CC(C)c1ccc(NC(=O)N2CCOCC2)cc1 | -64 | -0.6 | -45 | -152 | -14 | -105 | 7 | 0 | 6 | -41 | -1
O=C(NC1CCCCCC1)c1ccc(Br)o1 | -4 | 0.2 | -20 | -58 | -3 | -50 | -14 | 0 | 2 | -28 | -4
Cc1ccc(-c2nnn(CC(=O)N(CC3CCCO3)C(C(=O)NC3CCCC3)c3ccc(F)cc3)n2)o1 (configuration not stated) | 1 | 1.2 | 14 | 4 | -5 | -15 | 5 | 1 | 0 | 7 | -2
Nc1ccc2c(c1)C1(CCC2)NC(=O)NC1=O (configuration not stated) | -7 | 0.5 | -21 | 0 | -5 | -4 | -2 | nt | -4 | nt | -6
CCCC1(CCC)NC(=O)NC1=O | -5 | -0.2 | -28 | 3 | 5 | 4 | -11 | -2 | 11 | 6 | 4
O=C(c1cc(COc2ccc(F)cc2F)on1)N1CCOCC1 | -77 | 0.1 | -76 | -150 | -20 | -234 | 4 | 1 | 5 | -45 | -16
O=C(CSc1ccccc1)NCC1(N2CCCCC2)CCCCC1 | -7 | 0.7 | -12 | -11 | -7 | -31 | 6 | -3 | 21 | -12 | -18
CC(=O)NC1CCCc2c1cnn2-c1ccc(C(C)(C)C)cc1 (configuration not stated) | 10 | -0.1 | 6 | -22 | -8 | -9 | 7 | -1 | -2 | -5 | 14
Cc1cc(NC(=O)C2CCCCC2)ccc1NC(=O)c1ccccc1Cl | 10 | -0.9 | -17 | 22 | -6 | 9 | -8 | -1 | 6 | 2 | 1
CCN(c1ccccc1)S(=O)(=O)c1cccc(C(=O)NCCOc2ccccc2OC)c1 | -1 | -0.4 | -7 | 18 | -12 | 33 | -18 | nt | -5 | 4 | 3
O=[N+]([O-])c1cccc(/C=N/Nc2nc(C(Cl)(Cl)Cl)nc3ccccc23)c1 | 6 | 0.1 | -19 | 12 | -4 | -9 | -5 | -4 | -9 | 6 | -9

Screening data: PubChem, several laboratories
